# CatS block – inhibitors of human cathepsin S; 62,000 compounds, 0.06% hits; AID 501; inhibition, %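 (tested at 5 µM per compound within 10-compound mixtures)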; recombinant cathepsin S, AMC dipeptide fluorescence, pooled mixtures; in the data active means inhibition above about 32%, passing the limit was not always enough;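 further: 0% = enzyme without compound and 100% = blank without enzyme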
# ROCK2 blocker – blocks human Rho kinase 2 activity | O75116 | purified ROCK2, Kinase-Glo ATP depletion luminescence | inhibition, % at 6 µM | 60,000 compounds, 0.35% hits;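 active means inhibition above the screen-wide mean inhibition plus 3 SD, cut at about 18% in these data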;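 further: plate controls were DMSO wells for no effect and Y-27632 control wells after no-enzyme background subtraction for full effect; many of its hits are not listed in these tables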
# FXIIa inh mix – factor XIIa (human) inhibition, mixture screen; P00748; purified FXIIa, fluorogenic substrate, pooled mixtures; inhibition, % at 5 µM; 62,000 compounds, 0.2% hits; AID 684;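 further: 0% = enzyme without compound and 100% = no enzyme blank; some results filed as inactive read as strong as hits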
# FXIa mix inh – factor XIa (human) inhibition, mixture screen. P03951. inhibition, % at 5 µM. purified FXIa, fluorogenic substrate, pooled mixtures. 62,000 compounds, 0.19% hits;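 further: each value is inhibition by a whole ten-compound pool holding the compound; 0% = enzyme with no mixture and 100% = wells lacking enzyme; strong numbers were not always called active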
# Target sequence (P03951 19-387 limits assumed): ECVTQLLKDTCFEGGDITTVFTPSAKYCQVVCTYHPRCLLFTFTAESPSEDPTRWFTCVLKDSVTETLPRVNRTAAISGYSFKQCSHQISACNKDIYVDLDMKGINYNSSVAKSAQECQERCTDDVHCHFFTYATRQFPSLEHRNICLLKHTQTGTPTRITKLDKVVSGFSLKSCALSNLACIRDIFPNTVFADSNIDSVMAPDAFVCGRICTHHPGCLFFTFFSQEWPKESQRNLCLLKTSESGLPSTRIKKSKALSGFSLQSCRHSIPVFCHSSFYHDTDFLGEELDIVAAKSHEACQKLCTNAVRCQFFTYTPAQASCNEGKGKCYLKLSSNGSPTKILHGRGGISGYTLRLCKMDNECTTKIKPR
# Target sequence (P03951 388-625 limits assumed): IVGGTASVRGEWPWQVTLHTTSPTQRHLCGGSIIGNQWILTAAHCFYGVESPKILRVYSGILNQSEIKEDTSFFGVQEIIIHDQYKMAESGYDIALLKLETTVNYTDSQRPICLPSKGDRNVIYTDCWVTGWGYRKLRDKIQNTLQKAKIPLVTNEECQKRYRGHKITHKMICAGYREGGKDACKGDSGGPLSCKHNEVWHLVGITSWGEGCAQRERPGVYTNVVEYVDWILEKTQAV
# CatL block – inhibitors of human cathepsin L. 58,000 compounds, 0.17% hits. purified cathepsin L, fluorogenic substrate, fluorescence. inhibition, %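 (tested at 10 µM)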; in the data active means inhibition above about 45%;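 further: 0% = enzyme with no compound and 100% = no enzyme blank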
# Target sequence (P07711 114-288 limits assumed): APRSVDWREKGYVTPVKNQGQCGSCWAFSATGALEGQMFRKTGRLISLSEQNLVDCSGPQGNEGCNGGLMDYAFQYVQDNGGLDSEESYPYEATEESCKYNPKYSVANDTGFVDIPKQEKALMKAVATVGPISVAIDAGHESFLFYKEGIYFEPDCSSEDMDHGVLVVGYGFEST
# Target sequence (P07711 292-333 limits assumed): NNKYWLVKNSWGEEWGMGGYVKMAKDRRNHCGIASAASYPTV
# PKA kinase inh – PKA (human) kinase inhibition. PKA Kemptide phosphorylation, Kinase-Glo ATP luminescence. P17612. inhibition, % at 6 µM. AID 524. 65,000 compounds, 0.1% hits;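 active means inhibition above the screen-wide mean inhibition plus 3 SD, cut at about 21% in these data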; further: many of its hits are not listed in these tables
# JNK3 inh – blocks human JNK3 kinase activity; P53779; purified JNK3 kinase activity, HTS; inhibition, % at 8 µM; 60,000 compounds, 0.61% hits; AID 746; in the data active means inhibition above about 17%;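 further: 0% = DMSO and 100% = reference inhibitor; many of its hits are not listed in these tables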
# C1s block – blocks human complement C1s protease activity; purified C1s, fluorogenic AMC substrate, pooled mixtures; mean inhibition % of two 10-compound mixtures (hits give high values), % at 5 µM (by protocol); AID 538; 62,000 compounds, 0.16% hits; P09871;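 active means inhibition above 20% in each of the two 10-compound mixture wells holding the compound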;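 further: 0% = enzyme wells lacking compound mixture and 100% = no-enzyme blank wells; some compounds called inactive have numbers as strong as hits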
# Cathepsin G inh – cathepsin G (human) inhibition | inhibition, % at 5 µM (by protocol) | purified enzyme, AMC-tetrapeptide fluorescence, pooled mixtures | AID 581 | 62,000 compounds, 0.2% hits | P08311;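 active means inhibition above 20% in each of the two mixture wells holding the compound; inactive means inhibition of 20% or less in either well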;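 further: 0% = enzyme control without mixture and 100% = blank lacking enzyme; strong numbers were not always called active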
# An asterisk follows results filed as active; x = not tested or not shown. Unless noted, no stated cut-off is given here; in the data, active means inhibition above about 20% (passing the limit was not always enough); inactive means the rest.
1	CCOC(=O)C1=C(C)Nc2ncnn2C1c1c[nH]c2ccccc12 (centres undefined)
2	CCOC(=O)CNC(=O)CSc1nnc(Cn2c(=O)sc3ccccc32)n1-c1ccccc1C
3	O=C(CCC1N=C2c3ccccc3N=C(SCc3ccccc3Cl)N2C1=O)NCc1ccco1 (centres undefined)
4	CCC(=O)Nc1c(C)cc(C)cc1Cl
5	O=C(O)CCc1ccc(-c2ccc(Br)cc2)o1
6	O=C(COc1ccccc1)Nc1ccccc1N1CCN(c2ccccc2)CC1
7	CN1CCN(C2=C(Cl)C(=O)N(c3ccc(Cl)cc3)C2=O)CC1
8	Cn1c(CNc2nc3ccccc3n2CCN2CCCCC2)nc2ccccc21

screen / no.	1	2	3	4	5	6	7	8
CatS block	-3	-3	-1	5	17	16	1	-48
ROCK2 blocker	6	5	2	6	6	0	3	4
FXIIa inh mix	-2	0	1	9	5	10	8	-14
FXIa mix inh	7	2	2	1	-19	13	3	-20
CatL block	3	2	x	25	-5	0	-2	5
PKA kinase inh	14	8	10	6	6	3	5	4
JNK3 inh	2	-3	0	5	3	-4	0	13
C1s block	12	-12	-1	2	-123	1	2	-25
Cathepsin G inh	9	8	-1	7	-14	4	-1	-23

9	O=C(O)C1CCCCC1C(=O)NCCc1c[nH]c2ccccc12 (centres undefined)
10	Cc1ccc(S(=O)(=O)N2CCN(C(=O)CN3CCOCC3)C2)cc1
11	CC(=O)c1ccc(N2CCN(CCC#N)CC2)c(F)c1
12	COCCNc1nc(C(C)(C)C)nc2c1nnn2Cc1ccccc1Cl
13	COC(=O)c1ccc(CSc2ccc3nnc(-c4cccc(F)c4)n3n2)o1
14	Cc1cccc(NS(=O)(=O)c2ccc(Oc3ccccc3)cc2)n1
15	O=C(O)CSCC(=O)Nc1ccc(S(=O)(=O)N2CCCCC2)cc1
16	CCOC(=O)N1CCN(C(=O)c2ccc(N3C(=O)c4ccccc4C3=O)cc2)CC1

screen / no.	9	10	11	12	13	14	15	16
CatS block	4	17	-3	-6	6	9	x	8
ROCK2 blocker	-2	3	5	x	4	2	7	x
FXIIa inh mix	9	-17	-3	5	5	6	x	-6
FXIa mix inh	19	4	-2	4	11	1	x	5
CatL block	10	-8	-4	-1	0	-2	16	-1
PKA kinase inh	-2	4	3	4	6	5	5	1
JNK3 inh	-7	2	-6	x	-2	5	-4	x
C1s block	-24	-37	8	9	4	-9	x	8
Cathepsin G inh	-7	-10	-2	10	7	-4	x	9

17	O=C(CSCc1n[nH]c(=O)[nH]1)NCCOc1cccc(Oc2ccccc2)c1
18	Cn1nnnc1SCC(=O)N1c2ccccc2CCc2ccccc21
19	O=C(Nc1nc2ccc(S(=O)(=O)N3CCCC3)cc2s1)C1CCCCC1
20	NC(=O)C(c1ccccc1)C1CCCC1 (centres undefined)
21	C=CCNC(=O)CCCCCNS(=O)(=O)c1ccc(OC)cc1
22	Cc1[nH]nc2c1-c1nc3ccccc3nc1C(C)(C)C2
23	CCOC(=O)N1CCC(N2C(=O)c3cc(C(=O)NC4CCCCC4)ccc3C2O)CC1 (centres undefined)
24	COCCn1c(C23CC4CC(CC(C4)C2)C3)n[nH]c1=S

screen / no.	17	18	19	20	21	22	23	24
CatS block	4	10	21	3	-1	13	9	-2
ROCK2 blocker	-2	-1	1	3	7	6	-3	4
FXIIa inh mix	8	6	0	11	-3	8	3	2
FXIa mix inh	-8	2	8	-4	4	7	25*	3
CatL block	4	20	-8	-1	3	0	12	-2
PKA kinase inh	6	-3	-6	4	11	7	-12	7
JNK3 inh	2	-3	2	-5	-1	14	-3	8
C1s block	-9	17	4	-18	15	-1	-4	3
Cathepsin G inh	-13	10	3	7	9	10	-2	0

25	COc1cc(CNC2CCCC2)cc(OC)c1
26	Brc1c(CSc2nc3ccccc3o2)nc2ncccn12
27	Nc1nc2c(ncn2COCCO)c(=O)[nH]1
28	COc1ccccc1N1CCN(C(=O)c2nn(-c3ccccc3OC)c(=O)c3ccccc23)CC1
29	O=C(O)C1CCC(=O)N1C1CCCC1 (centres undefined)
30	Cc1cc(NC(=O)c2cnc3ccccn3c2=O)no1
31	CCN1C(=O)c2cccc3c(S(=O)(=O)NCc4ccco4)ccc1c23
32	CC(C)(C)c1ccc(C(=O)Nc2cnccn2)cc1

screen / no.	25	26	27	28	29	30	31	32
CatS block	13	-6	-3	-6	8	11	-7	2
ROCK2 blocker	3	5	0	6	2	2	-8	4
FXIIa inh mix	4	5	4	0	-15	6	11	-5
FXIa mix inh	6	-5	5	-1	-6	4	-11	0
CatL block	19	-19	9	-6	1	-2	-13	3
PKA kinase inh	-1	11	-6	8	11	-2	4	8
JNK3 inh	-6	0	3	0	-1	0	3	-2
C1s block	7	-15	10	-24	-2	-15	-14	3
Cathepsin G inh	4	7	10	6	-1	-1	-8	10

# Pulled by structure from above:
31	CCN1C(=O)c2cccc3c(S(=O)(=O)NCc4ccco4)ccc1c23
29	O=C(O)C1CCC(=O)N1C1CCCC1 (centres undefined)
26	Brc1c(CSc2nc3ccccc3o2)nc2ncccn12
28	COc1ccccc1N1CCN(C(=O)c2nn(-c3ccccc3OC)c(=O)c3ccccc23)CC1
25	COc1cc(CNC2CCCC2)cc(OC)c1
27	Nc1nc2c(ncn2COCCO)c(=O)[nH]1
30	Cc1cc(NC(=O)c2cnc3ccccn3c2=O)no1

screen / no.	31	29	26	28	25	27	30
CatS block	-7	8	-6	-6	13	-3	11
ROCK2 blocker	-8	2	5	6	3	0	2
FXIIa inh mix	11	-15	5	0	4	4	6
FXIa mix inh	-11	-6	-5	-1	6	5	4
CatL block	-13	1	-19	-6	19	9	-2
PKA kinase inh	4	11	11	8	-1	-6	-2
JNK3 inh	3	-1	0	0	-6	3	0
C1s block	-14	-2	-15	-24	7	10	-15
Cathepsin G inh	-8	-1	7	6	4	10	-1

# Next section
33	CC(C)(C)n1nc2c(c1NC(=O)c1ccccc1F)CS(=O)C2 (centres undefined)
34	O=C(CSc1nc(C2CC2)nc2sc3c(c12)CCCC3)NCc1ccco1
35	Cc1ccc(Cn2nc(C)c(NC(=O)c3noc4c3CCCCC4)c2C)cc1
36	CC(C)C1=C2CCCCC2NC(=O)N1 (centres undefined)
37	CC1CCN(CCNC(=O)CN(C)S(=O)(=O)c2cccc3nsnc23)CC1
38	CCOc1ccc(C2CC(c3ccccc3C)n3ncnc3N2)cc1 (centres undefined)
39	Cc1nn(C(=O)c2cccs2)c(C)c1CN1C(=O)c2ccccc2C1=O
40	Cc1nn(CC(=O)Nc2ccc(C(=O)N(C)C)cc2)c(=O)c2ccccc12

screen / no.	33	34	35	36	37	38	39	40
CatS block	-1	40	7	3	1	4	-7	14
ROCK2 blocker	2	-2	0	0	5	5	7	5
FXIIa inh mix	4	4	3	5	0	0	7	-20
FXIa mix inh	12	4	3	0	-3	33	13	-5
CatL block	23	22	24	8	4	x	-7	13
PKA kinase inh	-5	0	-4	-2	12	8	10	3
JNK3 inh	-1	4	0	-2	-2	-5	2	1
C1s block	10	-37	16	3	-14	-42	-1	1
Cathepsin G inh	9	-7	10	7	-2	42	12	11

41	CCOc1ccccc1C(=O)NCc1ccc2c(c1)OCO2
42	O=S(=O)(NC1CCCCCCC1)c1cccs1
43	O=C(NCc1ccco1)C1OCCc2ccccc21 (centres undefined)
44	CCC(=O)N1CCc2cc(Br)cc(S(=O)(=O)N3CCN(c4ccccn4)CC3)c21
45	Cc1ccc(-n2nc3c(c2NC(=O)c2ccc(Br)o2)CSC3)c(C)c1
46	COc1ccccc1-c1cc(N)n(S(=O)(=O)c2ccc(F)c(C)c2)n1
47	CC1CCCCC1NS(=O)(=O)c1ccc(S(=O)(=O)NCc2ccncc2)cc1 (centres undefined)
48	O=C(CN(C1CCCCC1)S(=O)(=O)c1ccc(F)cc1)NCc1ccncc1

screen / no.	41	42	43	44	45	46	47	48
CatS block	13	-2	13	-10	4	15	18	-4
ROCK2 blocker	4	-1	4	x	x	2	2	x
FXIIa inh mix	7	7	-5	13	4	-12	-17	10
FXIa mix inh	16	3	-2	7	15	6	6	0
CatL block	9	x	5	-14	6	17	-11	19
PKA kinase inh	8	-4	8	2	-4	3	-14	2
JNK3 inh	16	-5	-8	x	x	0	7	x
C1s block	1	-2	-4	-6	11	12	-2	-2
Cathepsin G inh	11	-3	0	6	9	9	1	10

49	CCOC(=O)N1CCc2c(sc3c2C(=O)NC(c2ccccc2)N3)C1 (centres undefined)
50	O=C(CSc1nnc(-c2ccco2)o1)NC(=O)C1COc2ccccc2O1 (centres undefined)
51	CCOc1ccccc1N1CSC2=C(C#N)C(c3c(OC)ccc4ccccc34)CC(=O)N2C1 (centres undefined)
52	CCCc1ccc(S(=O)(=O)NCCc2ccncc2)cc1
53	CC(=O)Nc1cccc(NC(=O)CSc2ncc(-c3ccc(Cl)cc3)n2Cc2ccco2)c1
54	CC1=C(n2nnc3ccccc32)C(c2ccccc2)C(C#N)=C(N)O1 (centres undefined)
55	C=CCN1C(=O)CN=C1Nc1cc(C)cc(C)c1
56	COc1ccc(CCNC(=O)CCN2C(=O)C3CC=CCC3C2=O)cc1OC (centres undefined)

screen / no.	49	50	51	52	53	54	55	56
CatS block	1	-7	11	2	3	3	6	6
ROCK2 blocker	13	x	6	7	6	2	x	0
FXIIa inh mix	7	5	9	-18	5	3	21	11
FXIa mix inh	8	-9	-5	-5	-1	1	1	8
CatL block	1	x	4	2	25	-2	1	-12
PKA kinase inh	11	5	4	13	7	-5	2	-2
JNK3 inh	1	x	3	7	-1	0	x	5
C1s block	-4	-27	-4	0	-5	2	-12	14
Cathepsin G inh	11	-5	18	7	8	8	7	8

57	CN1CCN(S(=O)(=O)c2ccc(N(C)Cc3cccs3)nc2)CC1
58	O=c1[nH]cnc2scc(C3COc4ccccc4O3)c12 (centres undefined)
59	CCCCOc1ccc(C2CC(=O)N(C)C2=O)cc1 (centres undefined)
60	O=C(c1ccco1)c1cn(CC(=O)N2CCCCC2)c2ccccc12
61	O/N=C1/C2C3CC4C5C3C1C5C1(OCCO1)C42 (centres undefined)
62	CCOc1cc2c3c(c1)C1(C(=O)N3C(C)(C)C=C2C)C(C#N)=C(N)Oc2cc(O)ccc21 (centres undefined)
63	CCCCOC(=O)C1Cc2ccccc2C(=O)O1 (centres undefined)
64	Cc1c(CN2CCCCC2)c(O)n(CCCO)c(=O)c1C#N

screen / no.	57	58	59	60	61	62	63	64
CatS block	-1	-12	x	1	-5	4	-5	-3
ROCK2 blocker	8	0	2	3	x	5	6	x
FXIIa inh mix	9	3	x	11	2	-1	6	8
FXIa mix inh	5	-8	x	8	9	1	2	6
CatL block	7	0	7	-12	-3	3	-8	2
PKA kinase inh	5	6	3	-1	0	5	11	8
JNK3 inh	0	-4	2	3	x	-3	10	x
C1s block	3	-19	x	5	0	-2	-3	9
Cathepsin G inh	0	5	x	4	9	-2	-4	7

65	CCN(CC)CCCN1C(=O)c2oc3ccccc3c(=O)c2C1c1cccc(OC)c1OC (centres undefined)
66	Nc1nnnn1/N=C/C(Br)=C/c1ccccc1
67	CCc1nc(NCc2ccco2)c2oc3ccccc3c2n1
68	Cn1c(Cn2nnc3ccccc32)nnc1SCC(N)=O

screen / no.	65	66	67	68
CatS block	12	15	4	-1
ROCK2 blocker	-5	6	x	1
FXIIa inh mix	5	5	8	8
FXIa mix inh	18	7	1	7
CatL block	2	19	4	9
PKA kinase inh	-7	10	-4	-1
JNK3 inh	-7	1	x	2
C1s block	16	15	2	9
Cathepsin G inh	11	14	0	9
